S3 lipid droplet – qHTS Assay for Lipid Storage Modulators in Drosophila S3 Cells; Drosophila S3 cells, BODIPY lipid droplet fluorescence, 18-24 h; cells fed with added oleic acid; Potency in µM for hits, for the others lipid storage change, negative = inhibition, % at the top dose, mostly 46.1 µM; hit rate 0.64% among 320,000; AID 2685; active = well fitted inhibition curve with a large enough effect in the signal ratio, with a control signal flat, not every such curve was filed as active; inconclusive = small, poorly fitted or top-dose-only effect, or effect the other way, or a change in a side signal; the % refers to the signal ratio
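Drosophila S3 cells got compounds at several concentrations plus oleic acid (400 uM solution). Laser-scanning cytometry with 488 nm excitation read lipid droplets at 500-530 nm and cells at 575-640 nm. Percent activity was relative to 20 uM Triacsin C.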
S3 lipid droplet cell count max – also measured in S3 lipid droplet; calls as there; cell number change, %; measured here: cell count max response;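 cells counted by Cell Tracker Red CMTPX staining in the red channel; peak over a dose series mostly up to 46.1 µM; percent activity relative to internal control wells on each plate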
The depositor's hits bear a star; i = inactive; ? = inconclusive; · = not tested or not shown. % is scaled to controls: 0 for no effect and ±100 for the full control effect; potency is read from the fitted curve at half-maximal effect. An excerpt; the hit share may differ from the screen's.

Results follow in this order: S3 lipid droplet | S3 lipid droplet cell count max
CN(C)c1cccc2c1c(NC(=O)Nc1ccc(Cl)cc1Cl)nn2C
 : -4% | -11
CCCC1(c2ccccc2)NC(=O)N(CC(=O)NCc2ccc(C)cc2)C1=O (configuration not stated)
 : ? | ·
Cc1ccc(S(=O)(=O)n2c(=O)oc3ccccc32)cc1
 : ? | ·
Cc1onc(-c2c(F)cccc2Cl)c1C(=O)OCC(=O)NC(c1ccccc1)c1ccccc1
 : ? | ·
CC(C)c1ccc(C2NC(=O)CCC2[N+](=O)[O-])cc1 (configuration not stated)
 : -5% | -10
C=CCN1C(=O)C(O)(CC(=O)c2ccc(OC)cc2OC)c2cc(Br)ccc21 (configuration not stated)
 : ? | ·
O=C1N(c2ccccc2)C2CS(=O)(=O)CC2N1c1ccc(Br)cc1 (configuration not stated)
 : 25% | 20
CCOC(=O)C(NC(=O)c1ccccc1Cl)(Nc1ccc(C(F)(F)F)cc1)C(F)(F)F (configuration not stated)
 : ? | ·
Cc1nn(CC(=O)NC(=O)c2ccccc2)c(C)c1[N+](=O)[O-]
 : ? | ·
Cc1ccccc1NC(=O)c1sc(Cl)nc1-c1ccccc1
 : ? | ·
O=C(NC1CCCCCC1)C1c2ccccc2C(=O)N1Cc1cccnc1 (configuration not stated)
 : ? | ·
CCOc1ccc(-n2cnc3c(=O)[nH]c(N)nc32)cc1
 : ? | ·
COc1ccc(CNC(=O)c2cccnc2Sc2ccc(C)c(C)c2)cc1
 : 12% | -9
COc1ccc(C(=O)Nc2ccccc2C(=O)NC(C(=O)NCc2ccco2)C(C)C)cc1 (configuration not stated)
 : 3% | 14
Cc1ccc(C2SCCN2C(=O)c2ccc([N+](=O)[O-])cc2)cc1 (configuration not stated)
 : -5% | -12
COc1ccccc1N1CCN(C2CCCN(S(=O)(=O)c3ccccc3)C2)CC1 (configuration not stated)
 : 7% | 4
Cc1cccc(S(=O)(=O)C(C#N)c2nc3ccccc3nc2N2CCCC2)c1 (configuration not stated)
 : ? | ·
COCCn1c(=NC(=O)c2ccc3c(c2)OCCO3)sc2cc(S(N)(=O)=O)ccc21
 : ? | ·
CCOC(=O)C1=NNC2(c3ccc(Cl)cc3)C(=O)N(c3ccc(C)cc3)C(=O)C12 (configuration not stated)
 : ? | ·
Cc1ccc(S(=O)(=O)c2c(C)cc(C)[nH]c2=O)c(C)c1
 : -8% | 18
CC(=O)c1cccc(NC(=S)NCCC2=CCCCC2)c1
 : 1% | 0
COC(=O)c1[nH]c2ccccc2c1NC(=O)CCN1CCN(C2CCCCC2)CC1
 : ? | ·
O=C(O)C1CC(=O)N(Cc2cccnc2)C1 (configuration not stated)
 : ? | ·
O=C(COC(=O)Cc1ccc(F)cc1)NC1CCCCCC1
 : ? | ·
CSCCC(=O)NC1CCCN(CCc2ccccc2)C1 (configuration not stated)
 : ? | ·
CCCOc1ccc(OC(=O)c2ccc(Br)o2)cc1
 : 6% | -15
CN1CCc2c(sc3nc(SCC(=O)NCc4ccco4)n(-c4ccccc4)c(=O)c23)C1
 : i | 23
CCOC(=O)N1CCN(S(=O)(=O)N2CCCC(C(=O)NCc3ccccc3Cl)C2)CC1 (configuration not stated)
 : ? | ·
CC(C)Oc1ccccc1OCCCCn1cnc2ccccc2c1=O
 : 9% | ·
CCCC1(CCC)NC(=O)N(CC(=O)c2cc(C)n(-c3ccc4c(c3)OCO4)c2C)C1=O
 : ? | ·

A second format for seven compounds above:
SMILES,S3 lipid droplet,S3 lipid droplet cell count max
CCOC(=O)C(NC(=O)c1ccccc1Cl)(Nc1ccc(C(F)(F)F)cc1)C(F)(F)F (configuration not stated),?,·
Cc1nn(CC(=O)NC(=O)c2ccccc2)c(C)c1[N+](=O)[O-],?,·
Cc1ccccc1NC(=O)c1sc(Cl)nc1-c1ccccc1,?,·
O=C(NC1CCCCCC1)C1c2ccccc2C(=O)N1Cc1cccnc1 (configuration not stated),?,·
CCOc1ccc(-n2cnc3c(=O)[nH]c(N)nc32)cc1,?,·
COc1ccc(CNC(=O)c2cccnc2Sc2ccc(C)c(C)c2)cc1,12%,-9
COc1ccc(C(=O)Nc2ccccc2C(=O)NC(C(=O)NCc2ccco2)C(C)C)cc1 (configuration not stated),3%,14

Continued:
Results follow in this order: S3 lipid droplet | S3 lipid droplet cell count max
Cc1cc(CNC(=O)COc2ccc([N+](=O)[O-])cc2)c2ccccc2n1
 : 2% | -17
CCOC(=O)CNS(=O)(=O)c1cc(-c2nnc(Nc3ccc4c(c3)OCO4)c3ccccc23)ccc1C
 : ? | ·
CCC(=O)Nc1ccc2c(c1)OCCO2
 : -4% | 0
COCCCNC(=O)CCCC(=O)NCCCOC
 : ? | ·
Cc1cc(C(=O)NNc2ccc(F)cc2)no1
 : ? | ·
O=C1CN(c2ccccc2F)C(=O)CN1c1ccccc1F
 : ? | ·
CC(Oc1ccccc1)c1ccnn1S(C)(=O)=O (configuration not stated)
 : ? | ·
CC(C(=O)NC(C)(C)C)N1C(=O)c2cccc3cccc(c23)C1=O (configuration not stated)
 : 6% | 3
CCOc1cc(/C=N/NC(=O)c2cc(-c3cccnc3)nc3ccccc23)ccc1O
 : ? | ·
CCN1CCN(Cc2coc3ccc(C)cc3c2=O)CC1
 : ? | ·
COC(=O)c1ccc(NCCC(=O)O)cc1
 : ? | ·
O=C1CCCN1c1ccc(S(=O)(=O)NCCc2ccc(Cl)cc2)cc1
 : ? | ·
Cc1ccc(NC(=O)Cn2cnc([N+](=O)[O-])c2)cc1C
 : i | 1
COCC1CCCN(C(=O)c2cc(COc3ccc4ncccc4c3)on2)C1 (configuration not stated)
 : ? | ·
Cc1ccc(C2=NS(=O)(=O)N(C)C(C(=O)NCc3ccccc3)=C2)cc1
 : ? | ·
O=C(COc1ccccc1)NCC(=O)N/N=C/c1ccc(Br)cc1
 : i | 13
O=C(CNC(=O)COc1ccccc1)NCCc1ccccn1
 : -7% | -14
O=C(O)CCCc1ccccc1
 : ? | ·
CCOC(=O)c1c(OCCO)noc1N
 : ? | ·
O=S(=O)(c1cccc2nsnc12)N1CCc2ccccc2C1
 : ? | ·
CCn1cc(S(=O)(=O)Nc2ncccn2)cn1
 : ? | ·
Cc1cc(C)cc(NS(=O)(=O)c2ccc(Oc3ncc(C(F)(F)F)cc3Cl)cc2)c1
 : ? | ·
COc1cc2c(cc1OC)C(NC(=O)C(F)(F)F)C/C2=N\O (configuration not stated)
 : ? | ·
O=C(CCN1CCc2ccccc2C1)c1ccc2c(c1)OCCO2
 : ? | ·
O=C(O)c1cc(-c2cccs2)[nH]n1
 : 15% | 15
COC(=O)[C@H](Cc1ccccc1)NC(=O)NCCc1ccc(S(N)(=O)=O)cc1
 : ? | ·
COCCNC(=O)c1cc2sccc2n1C
 : ? | ·
O=C(N/N=C/c1ccccc1)c1ccc(N2CCOCC2)c([N+](=O)[O-])c1
 : -21% | -5
CC1CC(C)CN(C(=O)COC(=O)c2cccc([N+](=O)[O-])c2)C1 (configuration not stated)
 : ? | ·
CCOc1ccc(NC(=O)COC(=O)COc2cccc3c2OC(C)(C)C3)cc1
 : ? | ·
COC(=O)c1c(NC(C)=O)sc2c1CCN(Cc1ccccc1)C2
 : ? | ·
Cc1cccc(NC(=O)C(C)SCc2nc3sc(C)c(C)c3c(=O)[nH]2)n1 (configuration not stated)
 : ? | ·
Clc1ccccc1CSc1nc2ccncc2[nH]1
 : ? | ·
Cc1ccc(NC2=NCC(=O)N2CCc2ccccc2)cc1C
 : i | ·
O=c1c([N+](=O)[O-])cc(C(F)(F)F)cn1Cc1c(Cl)cccc1Cl
 : -27% | 4
COc1ccc(N=C2NC(=O)/C(=C\C=C\c3ccccc3)S2)cc1
 : -10% | -4
COc1ccc(S(=O)(=O)N2CCN(c3ccc4nnc(-c5ccc(F)cc5)n4n3)CC2)cc1
 : ? | ·
O=C(NCCc1ccncc1)c1ccc2nc(Cc3cccc(Cl)c3)oc2c1
 : -21% | 11
COc1ccc(CNC(=O)CN2CCC(NC(=O)c3ccccc3C)CC2)cc1
 : ? | ·
CC(C)(C)OC(=O)N[C@H](C(=O)OC(C)(C)C)c1ccc(Br)cc1
 : ? | ·
CCCSc1cc(=O)n(-c2ccccc2)nc1C(=O)O
 : ? | ·
Cn1c(=O)c2ncn(CC(=O)Nc3cccc(-c4nc5ccccc5s4)c3)c2n(C)c1=O
 : 17% | -7
C=CCCC(=O)Nc1nc(C)c(-c2csc(Nc3ccc(Cl)cc3)n2)s1
 : ? | ·
Cn1nc(CC(=O)N2CCN(c3ccccc3)CC2)c2ccccc2c1=O
 : ? | ·
Cc1sc(NC(=O)CSc2nc(N)n(CC(=O)c3ccccc3)n2)c(C#N)c1C
 : i | ·
O=C(O)CCC(=O)N1N=C(c2cccs2)CC1c1ccc(Br)cc1 (configuration not stated)
 : -11% | 21
CCOC(=O)c1c(S(=O)(=O)NCC(=O)NCc2ccccc2Cl)c(C)n(C)c1C
 : i | ·
CC(C)OP(=O)(OC(C)C)C(Nc1cccc(C(=O)O)c1)c1ccccc1 (configuration not stated)
 : 12% | 5
O=C(Nc1ccc(N2CCOCC2)cc1)c1cnccn1
 : ? | ·
Cc1ccc(/C(=N/Nc2ncnc3ccccc23)C(=O)O)cc1
 : ? | ·
O=C(c1ccccc1)N1CCN(S(=O)(=O)N2CCOCC2)CC1
 : ? | ·
COc1cc(NC(=O)c2n[nH]c(=O)c3ccccc23)cc(OC)c1
 : 9% | 2
Cc1nn(-c2ccc(N3CCOCC3)nn2)c(C)c1CCC(=O)Nc1ccccc1
 : ? | ·
Cc1ccc(OCCn2cnc(Cl)c2Cl)cc1
 : ? | ·
CN1CCC(N(C)CC(C)(C)NS(=O)(=O)c2ccccc2)CC1
 : ? | ·
CCOC(=O)C1CCN(S(=O)(=O)c2ccc(-n3cnnn3)c(C)c2)CC1
 : 8% | -17
Cc1c(C)c2cc(Cl)c(O)c(CN3CCN(C)CC3)c2oc1=O
 : ? | ·
Cc1ccccc1NC(=O)CCOc1ccccc1
 : 10% | 10
CC(C)c1ccc(NC(=O)c2cc(S(=O)(=O)N3CCCC3)c[nH]2)cc1
 : ? | ·
Cc1cc(C)n2nc(C(=O)Nc3ccc(N4CCOCC4)cc3)nc2n1
 : -5% | 0

Later entries:
Results follow in this order: S3 lipid droplet | S3 lipid droplet cell count max
Cc1cc(C(=O)NN=C2CCCC2)c2ccccc2n1
 : i | ·
CC1(C)CC(=O)C(CS(=O)(=O)c2ccccc2)=C(Cl)C1
 : ? | ·
Cc1cc(NC(=O)COc2ccc(F)c(Cl)c2)no1
 : ? | ·
COc1ccc(CNC(=O)CN(Cc2ccccc2OC)C(=O)c2csnn2)cc1
 : ? | ·
CCN1CCN(CC(=O)c2cc(Cl)ccc2Cl)CC1
 : ? | ·
COc1ccc(-n2nc(C(=O)NCC(=O)N3CCCCCC3)c3ccccc3c2=O)cc1
 : ? | ·
COC(=O)c1sc(NC(=S)NC(=O)c2ccccc2Cl)nc1C
 : ? | ·
Cc1cc(C)c(OCC(=O)N(Cc2ccccc2)C2CCS(=O)(=O)C2)c(C)c1 (configuration not stated)
 : ? | ·
Cn1nnc(NC(=S)NC(=O)c2cccs2)n1
 : ? | ·
CCOC(=S)SCc1cn2cccc(C)c2n1
 : 3% | ·
O=C(N/N=C/c1cc2cc3c(cc2nc1Cl)OCO3)c1ccncc1
 : 16% | 0
Nc1cccc2c3c(oc12)CCCC3
 : ? | ·
Cc1ccc(N=C2CSC(=O)N2)cc1
 : ? | ·
N#Cc1ccc(CSc2nnc(NC(=O)c3ccc(=O)[nH]c3)s2)cc1
 : ? | ·
CN1CCN(c2nc3ccccn3c(=O)c2/C=C(\C#N)S(=O)(=O)c2ccccc2)CC1
 : 13% | -2
Cn1c(Cc2csc(N)n2)nnc1SC/C=C/c1ccccc1
 : i | 14
CC1=NNC(=O)C1CCC(=O)N/N=C/c1ccco1 (configuration not stated)
 : ? | ·
CN1CCN(C(=O)C2(NC(=O)Nc3cccc(F)c3)CCCCC2)CC1
 : ? | ·
COc1ccc(-c2[nH]ncc2CN2CCC(C(=O)N3CCOCC3)CC2)c(F)c1
 : ? | ·
CCOc1ccc(C(=O)Nc2ccccc2N2CCCC2)cc1
 : ? | ·
O=S(=O)(c1ccc(N2CCN(c3ccc(F)cc3)CC2)cc1)N1CCCC1
 : 1% | 5
CCc1nccn1CCC(=O)N1CCCC(N2CCN(c3cccc(Cl)c3)CC2)C1 (configuration not stated)
 : 24% | -6
Cn1nc(-c2ccccc2)cc1NC(=O)CCCC(=O)O
 : -3% | 9
O=c1[nH]c(CN2CCN(S(=O)(=O)c3ccc4c(c3)OCCO4)CC2)nc2sc3c(c12)CCCC3
 : ? | ·
CCn1c(SCC(=O)Nc2ccccc2)nnc1-c1ccc(S(=O)(=O)N2CCOCC2)cc1
 : ? | ·
CCc1ccc(OCC(=O)Nc2cccc3c2CCCC3)cc1
 : ? | ·
CC1(C)CC(=O)C(C=NCCN2CCN(C(=O)c3ccccc3)CC2)=C(O)C1
 : 0% | -8
O=C(O)c1ccc2c(=O)n3c(nc2c1)/C(=C/c1ccc(Cl)c([N+](=O)[O-])c1)CC3
 : i | 28
COc1cccc(/C=C/C(=O)OCC(=O)c2c[nH]c3ccccc23)c1
 : 9.2µM* | -14*
O=C(O)c1ccc(N/N=C/c2ccc(-c3cc(Cl)ccc3Cl)o2)cc1
 : 19% | 7
CC(=O)Nc1ccc(SCC(=O)c2cc(C)n(-c3ccccc3)c2C)cc1
 : 1% | 13
O=S(=O)(NC(=NCc1ccccc1)c1ccccc1F)c1ccccc1
 : 10% | 23
Cc1c(C)n(Cc2ccccc2)c2ncnc(N)c12
 : 20% | -26
CCc1nc(-c2ccc(C)nc2OC)no1
 : ? | ·

Screening data from PubChem.
